High-throughput results: PubChem, several laboratories
Runt-CBFb FRET: inhibitors of RUNX1 Runt–CBFb binding, primary screen, biochemical, FRET, Cerulean-Runt, Venus-CBFb, uHTS; 220,000 tested, 0.46% active; Runt-related transcription factor 1 (Homo sapiens) + Core-binding factor subunit beta …; Cerulean-Runt/Venus-CBFb FRET ratio 530/480, 1 h; inhibition, % at 20 µM;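 active means inhibition over about 50% at 20 µM in the single-dose screen, limit read from the data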;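 further: 0% = DMSO wells and 100% = excess unlabeled CBFb competitor control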
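Buffer or medium: Tris pH 7.5 buffer with BSA. Assay system: Cerulean-labeled Runt domain protein. Amount: each fluorescent fusion protein 100 nM. Read-out basis: loss of energy transfer signal. Incubation: 1 h compound exposure, room temperature. Probe or stimulus: Venus-CBFb binding partner, 100 nM. Detection: FRET, excitation 422 nm, emission at 530 and 480 nm.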
Runt-SMMHC FRET: inhibitors of RUNX1 Runt–CBFb-SMMHC binding, primary screen, biochemical, FRET, Cerulean-Runt, Venus-CBFb-SMMHC, uHTS | 220,000 tested, 0.74% active | inhibition, % at 20 µM | Cerulean-Runt/Venus-CBFb-SMMHC FRET ratio 530/480, 1 h;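 active means mean inhibition across duplicate retests at 20 µM reaching about 50%, limit read from the data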;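 further: 0% = DMSO wells and 100% = wells with excess untagged CBFb-SMMHC; inhibitors lower the FRET ratio by blocking Runt binding to CBFb-SMMHC; some results filed as inactive read as strong as hits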
PERK inh: block of dimerizer-induced PERK translation repression, primary screen, PERK inhibitor project, CHO PERK-DD cells, SEAP luminescence, HTS; Eukaryotic translation initiation factor 2-alpha kinase 3 (Homo sapiens), Q9NZJ5; CHO PERK-DD fusion, SEAP luminescence translation reporter; inhibition, % at 5.6 µM; 220,000 tested, 0.17% active;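 active means inhibition above the mean inhibition of all tested compounds plus 3 SD, set separately per screening campaign, cut at about 2.9% in these data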;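 further: PERK kinase domain activated by AP20187 dimerizer at 100 nM; 0% = DMSO with dimerizer and 100% = rapamycin at 8.4 µM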
Target sequence (Q9NZJ5 whole entry, looked up, the tested form may be a part): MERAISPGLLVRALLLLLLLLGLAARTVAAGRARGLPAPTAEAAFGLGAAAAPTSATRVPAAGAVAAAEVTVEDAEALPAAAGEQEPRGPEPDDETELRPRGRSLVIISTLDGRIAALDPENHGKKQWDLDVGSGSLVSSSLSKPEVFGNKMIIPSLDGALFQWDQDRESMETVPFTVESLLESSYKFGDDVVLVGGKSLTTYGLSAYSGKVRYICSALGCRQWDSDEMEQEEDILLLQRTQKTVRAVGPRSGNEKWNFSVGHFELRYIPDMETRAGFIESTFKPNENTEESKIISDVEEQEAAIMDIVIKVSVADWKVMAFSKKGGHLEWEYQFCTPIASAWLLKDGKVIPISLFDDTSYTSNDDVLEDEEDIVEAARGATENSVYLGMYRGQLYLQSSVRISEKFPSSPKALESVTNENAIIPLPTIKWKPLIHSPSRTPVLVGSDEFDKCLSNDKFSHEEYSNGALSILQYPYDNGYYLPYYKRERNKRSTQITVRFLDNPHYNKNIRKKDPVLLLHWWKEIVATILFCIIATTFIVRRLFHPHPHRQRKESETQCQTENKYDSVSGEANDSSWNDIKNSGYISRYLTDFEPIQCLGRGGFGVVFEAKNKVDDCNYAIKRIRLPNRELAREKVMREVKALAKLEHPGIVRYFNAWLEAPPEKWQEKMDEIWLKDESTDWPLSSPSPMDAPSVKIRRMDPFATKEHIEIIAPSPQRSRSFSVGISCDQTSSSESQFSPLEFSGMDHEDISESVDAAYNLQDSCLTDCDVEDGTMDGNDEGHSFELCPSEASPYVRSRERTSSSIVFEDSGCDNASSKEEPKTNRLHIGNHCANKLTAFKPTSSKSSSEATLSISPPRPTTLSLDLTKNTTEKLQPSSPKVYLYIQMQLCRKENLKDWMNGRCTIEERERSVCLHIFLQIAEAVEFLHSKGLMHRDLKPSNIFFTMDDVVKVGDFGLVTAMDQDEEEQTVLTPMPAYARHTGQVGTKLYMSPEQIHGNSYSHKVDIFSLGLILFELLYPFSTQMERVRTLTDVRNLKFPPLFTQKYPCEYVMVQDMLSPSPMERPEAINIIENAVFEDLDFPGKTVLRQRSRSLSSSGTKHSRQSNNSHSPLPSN
RBBP9 inh: human RBBP9 inhibitors, primary screen, biochemical, fluorescence polarization, FP-Rh probe, HTS | Serine hydrolase RBBP9 (Homo sapiens), O75884 | recombinant RBBP9 | inhibition, % at 7.94 µM | 220,000 tested, 0.2% active | AID 1515, 2009;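 active means inhibition above the campaign mean of all tested compounds plus 3 SD, cut at about 14% in these data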;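 further: plate controls were DMSO wells with RBBP9 for no effect and wells lacking RBBP9 protein for full effect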
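Test system – recombinant human RBBP9 · Input – RBBP9 2.5 µM in dispensing solution, pre-mixing · Medium – Tris buffer pH 8.0, NaCl, Pluronic · Schedule – preincubation 30 min plus labeling 45 min at 25 °C · Measured by – fluorescence polarization · Measure – % inhibition · Controls – DMSO and no-protein wells · Replicates – one well per compound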
L929 necroptosis: inhibitors of zVAD-triggered necroptosis, primary screen, L929 cells | AID 1377, 2008 | viability rescue, % at 10 µM | L929 zVAD necroptosis rescue, ATP luminescence, 24 h; with zVAD 60 µM | 220,000 tested, 0.38% active;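 active means activation, scaled between plate controls, above about 75%, limit read from the data; inactive means activation under that limit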;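 further: 0% = zVAD with DMSO and 100% = DMSO alone without zVAD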
Hck-Nef inh: inhibitors of Nef-activated human Hck kinase, primary screen, biochemical, Z-Lyte FRET, 384-well, Hck-YEEI. Recombinant Hck-YEEI plus Nef, Z-Lyte FRET kinase assay. Tyrosine-protein kinase HCK (Homo sapiens), P08631. inhibition, % at 20 µM. 220,000 tested, 0.68% active;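 active means Hck-Nef kinase inhibition above about 50%, limit read from the data; inactive means inhibition below that limit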;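 further: 0% = DMSO with Hck plus Nef and 100% = Hck alone without Nef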
EP2 antag: human EP2 receptor antagonists, primary screen, TR-FRET cAMP, C6 glioma cells | 260,000 tested, 0.52% active | inhibition, % at 25 µM | Prostaglandin E2 receptor EP2 subtype (Homo sapiens), P43116 | C6 glioma cells expressing human EP2; cells stimulated with saturating PGE2;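 active means percent inhibition above 40 after rounding to a whole number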;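 further: rat C6 glioma host cells with rolipram phosphodiesterase inhibitor present; the protocol text gives 20 µM as final concentration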
EP2 modulator: EP2 receptor modulators, cAMP readout, primary screen, cell-based, HTRF cAMP, PGE2 stimulation; Prostaglandin E2 receptor EP2 subtype (Homo sapiens), P43116; induction, % at 25 µM; EP2-expressing cells, cAMP HTRF FRET, PGE2 co-stimulation; 260,000 tested, 0.83% active;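 active means compounds whose cAMP rise, as percent of the full-agonist control response, exceeds 60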;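 further: rat C6 glioma line stably carrying human EP2 under a CMV promoter; the protocol text gives 20 µM as final concentration; 100% = response of wells given 1 µM PGE2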
TNF necrop inh: inhibitors of TNF-alpha triggered necroptosis, primary screen, cell-based, Jurkat FADD-/-, single concentration | Jurkat FADD-/- TNF necroptosis rescue, ATP luminescence, 24 h; 0 = TNF only, 100 = no-TNF cells | activation (protection from cell death), % at 10 µM | 220,000 tested, 0.068% active;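 active means activation, meaning protection from cell death, of at least 50% relative to plate controls; inactive means activation below 50%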;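 further: necroptosis triggered by 40 ng/mL TNF-alpha added together with compound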
* hit, by the source's call; x = not tested or not shown; & = joins results of further samples. Some of the compounds tested; rates above refer to the full screens.

SMILES	Runt-CBFb FRET	Runt-SMMHC FRET	PERK inh	RBBP9 inh	L929 necroptosis	Hck-Nef inh	EP2 antag	EP2 modulator	TNF necrop inh
CCOc1ccc(NC(=O)CN2CCN(CC(=O)Nc3cccc(F)c3)CC2)cc1	1.0	0.2	0.0	-9.5	0.0	-8.5	7.6	13.7	-1.5
Nc1nc(CCl)nc(Nc2cccc3ccccc23)n1	2.2	1.7	-1.6	-1.8	-0.2	2.0	11.7	-20.0	-32.5
CN(Cc1ccccc1)C(=O)c1ccc([N+](=O)[O-])o1	1.5	1.3	0.6	-8.8	-0.5	-2.0	1.2	-41.5	3.0
CCN(C(=O)COC(=O)c1cc(-c2cccc3ccccc23)nc2ccccc12)C1CCS(=O)(=O)C1 (stereo not drawn)	-14.7	-15.5	-1.1	-10.7	-0.6	1.9	11.2	2.3	2.6
O=C(Nc1ccc(-c2nc3ccccc3s2)cc1)C1=COCCO1	-10.8	0.9	0.6	-6.6	1.0	2.1	6.4	-20.1	-0.1
CCC(C)NC(=O)Cn1c(COc2ccc(Cl)cc2Cl)nc2ccccc21 (stereo not drawn)	-0.8	0.3	1.1	-6.7	0.1	4.9	4.9	15.1	2.9
CCOC(=O)C(NCCc1ccccc1F)(NC(=O)CC)C(F)(F)F (stereo not drawn)	-0.3	-5.3	-0.1	-6.0	0.3	0.9	11.4	2.2	0.5
CC(=O)[C@@]1(O)C(C)CC2C3C=C(C)C4=Cc5c(cnn5-c5ccccc5)C[C@]4(C)C3C(O)C[C@@]21C (stereo partly drawn)	-1.0	1.3	0.0	-8.9	58.5	9.9	4.0	4.6	-11.0
COc1ccc2c(c1OC)C(=O)OC2CC(=O)c1ccc(N(C)C)cc1 (stereo not drawn)	-10.5	-30.3	0.0	-3.7	-0.1	-7.7	9.5	3.4	0.3
COc1ccc(CNC(=O)OCCN2CCN(Cc3ccccc3)CCC2=O)cc1	-1.4	1.3	-0.9	-0.5	0.5	-0.8	11.5	18.6	1.5
COc1ccc(NC(=O)c2ccc(-c3ccc(OC)cc3)s2)cc1	1.2	2.0	0.1	-4.6	2.6	17.0	4.7	-13.1	0.8
COc1cccc(C2C=C(c3ccc(OC)cc3OC)Nc3nnnn32)c1 (stereo not drawn)	-6.5	-28.1	-0.8	-2.8	2.3	-0.5	12.2	-5.7	-7.4
CCC(C)(C)NC(=O)c1ccc(S(=O)(=O)N(C)c2ccccc2OC)cc1	-0.6	0.6	-2.0	2.1	0.6	-22.8	10.8	0.3	4.2
S=C(Nc1ccccc1)N1CCOCC1	2.0	2.5	0.9	-10.2	1.5	17.8	9.3	10.4	0.0
COc1ccc(OC)c(S(=O)(=O)Nc2cc(C(=O)O)ccc2N2CC3CC(C2)c2cccc(=O)n2C3)c1 (stereo not drawn)	0.5	-1.2	0.9	1.4	0.7	27.3	2.7	2.8	0.8
CCCCC(=O)Nc1ccccc1CC	0.4	-2.1	1.7	-1.5	0.6	13.9	4.0	7.9	2.4
Cc1cccc(C)c1OCC(=O)NCc1nnc(SCC(=O)NC2CCCCC2)n1C	-0.2	-2.7	-1.2	-6.2	1.0	-9.8	2.3	4.9	-0.5
COc1ccc(CC(=O)N2CCNC2=O)cc1	0.3	-1.5	0.5	-1.5	0.4	-0.5	1.7	6.3	0.6
Cc1nn(CC(=O)Nc2ccc(Cl)cn2)c(C)c1[N+](=O)[O-]	2.7	1.8	0.0	0.9	2.8	10.1	18.1	8.0	6.1
COc1ccc(N2CSC3=C(C#N)C(c4cccs4)CC(=O)N3C2)cc1 (stereo not drawn)	27.7	16.2	0.9	-5.4	-0.2	-1.8	13.5	-4.6	-2.5
O=C(NC1CCCCC1)C(c1ccc(F)cc1)N(Cc1ccc2c(c1)OCO2)C(=O)c1cnsn1 (stereo not drawn)	-5.5	1.3	0.7	-1.1	0.3	6.1	14.8&6.2	6.1&43.5	-0.9
O=C(NCc1n[nH]c(=S)n1-c1ccc(Br)cc1)c1cccs1	4.2	17.4	0.2	-2.6	2.6	29.3	2.7	22.2	-0.4
CCOC(=O)C1(Cc2ccc(OC)cc2)CCN(C(=O)c2cccc3nccnc23)CC1	-1.8	-3.2	0.4	15.7*	0.5	10.7	0.8	9.2	-0.2
Fc1ccc(/C=N/Nc2ccccn2)cc1	1.1	5.4	0.6	-3.8	73.0	8.7	8.8	-21.0	16.8
O=C(O)C1CSC2(c3ccc(F)cc3)CCC(=O)N12 (stereo not drawn)	-0.8	0.3	0.9	-3.1	0.1	21.6	4.9	12.3	-0.5
Cc1ccc(Nc2c(-c3ccc(N4CCOCC4)cc3)nc3ncccn23)cc1	-4.6	-2.2	0.2	-6.3	x	-13.5	11.1	-21.0	-5.7
Cc1ccccc1CN(CC1CCC(C(=O)O)CC1)C(=S)Nc1ccccc1F (stereo not drawn)	1.3	-3.4	0.6	-6.5	-0.7	5.4	3.2	24.8	0.1
O=C(CCc1nnc(-c2ccccc2)o1)NCc1cc(F)ccc1F	-0.8	-1.2	0.6	-3.7	1.9	15.8	3.8	7.2	0.8
COC(=O)C1=C(C)N=C2SC(C#N)=C(N)N2C1c1cccc(OC)c1 (stereo not drawn)	-5.7	-30.8	-1.5	2.5	0.1	-1.6	10.3	-17.6	-0.4
CCC(=O)C1=C(O)C(c2cccc(Oc3ccccc3)c2)CCC1=O (stereo not drawn)	4.0	0.9	-0.8	-8.2	0.6	-20.4	0.3	22.7	-0.1
Cc1cc[n+](-c2[nH]c(=O)sc2/C=N/N=C(\[O-])c2ccccc2)cc1C	-10.5	-56.9	1.0	-5.7	1.4	0.7	5.5	1.8	-0.9
N#Cc1c(C(F)(F)F)cc(-c2ccc(F)cc2)[nH]c1=O	6.8	8.0	0.3	-1.2	1.1	3.5	9.3	32.4	-1.7
COc1cccc(NC(=S)/C(=C(\[O-])c2cc(C)n(-c3ccccc3F)c2C)[n+]2ccc(N(C)C)cc2)c1	3.5	2.1	-0.2	-8.8	-0.7	23.9	11.3	-22.4	-0.9
CCN(CC)c1ccc(NC(=O)CN2C(=O)CSc3ncccc32)c(C)c1	9.3	-0.3	-0.5	-8.8	-0.1	2.7	14.2	2.4	-7.2
COC(=O)CN(c1ccccc1F)S(=O)(=O)c1ccccc1	-0.3	-0.5	0.8	-3.7	-0.2	-4.3	9.2	18.6	-1.8
CNc1nc(Sc2ccccc2)cc(C(F)(F)F)n1	x	-1.5	0.4	-1.2	-0.5	1.4	3.8	5.4	-6.3
Cc1ccc(-n2c(C)cc(C(=O)NS(=O)(=O)c3ccc(C)cc3)c2C)cc1	2.9	-5.8	0.4	-5.1	0.5	0.5	6.4	11.7	-0.4
Cc1ccc(-c2ccc3nnc(SCC(N)=O)n3n2)cc1	2.3	-3.1	-0.5	-5.0	2.0	10.1	7.7	14.1	-1.6
COc1ccc(Nc2nc(C)c(-c3ccccc3)s2)cc1	2.9	0.9	0.7	-1.4	3.5	4.6	9.1	-10.0	1.1
O=C(Cn1cc(/C=N/NC(=O)c2ccccc2Br)c2ccccc21)Nc1ccc(F)cc1	-0.9	-2.1	0.1	-5.3	2.9	0.5	11.6	-70.0	2.3

Fetched one by one from the list above, 2 records:
SMILES	Runt-CBFb FRET	Runt-SMMHC FRET	PERK inh	RBBP9 inh	L929 necroptosis	Hck-Nef inh	EP2 antag	EP2 modulator	TNF necrop inh
COC(=O)C1=C(C)N=C2SC(C#N)=C(N)N2C1c1cccc(OC)c1 (stereo not drawn)	-5.7	-30.8	-1.5	2.5	0.1	-1.6	10.3	-17.6	-0.4
COC(=O)CN(c1ccccc1F)S(=O)(=O)c1ccccc1	-0.3	-0.5	0.8	-3.7	-0.2	-4.3	9.2	18.6	-1.8

(listing goes on)
SMILES	Runt-CBFb FRET	Runt-SMMHC FRET	PERK inh	RBBP9 inh	L929 necroptosis	Hck-Nef inh	EP2 antag	EP2 modulator	TNF necrop inh
CC(=O)NCC(=O)OCC(=O)Nc1ccc(C(C)=O)cc1	0.6	-0.5	-1.2	-12.1	1.2	-4.8	x	5.7	2.1
CN(C)S(=O)(=O)c1cccc(NC(=S)N(CCC#N)Cc2cccnc2)c1	1.6	4.3	1.0	-6.8	1.6	26.8	6.0	-19.4	1.5
CC(=O)c1cccc(NC(=O)N2CCC(c3ccc(C)cc3)C2)c1 (stereo not drawn)	0.8	-1.8	2.0	-4.6	1.9	8.9	5.8	-40.6	0.3
CCOC(=O)c1ccc(N2CCOCC2)c(NC(=O)COCC(=O)O)c1	1.6	-3.0	0.4	-11.7	0.1	7.7	14.1	-16.0	-1.2
O=C(CCS(=O)(=O)c1cccs1)Nc1ccc(C(=O)NC2CCCC2)cc1	-0.6	-0.2	0.4	0.1	13.4	17.2	2.0	-15.3	0.4
CCOc1cc(/C=C2/NC(=O)NC2=O)cc(Br)c1OCc1ccc(C(=O)O)cc1	2.5	0.2	1.6	-0.7	0.4	17.1	9.6	49.8	0.1
Cc1ccc(S(=O)(=O)Nc2cc(-c3nn(C)c(=O)c4ccccc34)ccc2N2CCOCC2)cc1	0.8	2.1	-0.7	5.0	0.5	7.0	5.0	-31.3	-7.7
COC1=CC(=O)CC(C)C12Oc1c(Cl)c(OC)cc(OC)c1C2=O (stereo not drawn)	-3.0	0.6	-0.6	-8.0	-0.5	3.9	18.9	15.8	-9.9
CCOC(=O)N1CCN(S(=O)(=O)c2cc(C)c(C)cc2C)CC1	-3.6	-0.2	-0.6	-4.4	0.0	1.1	19.8	-8.6	-0.3
COc1cc(CC(=O)Nc2ccc(S(=O)(=O)N(C)C)cc2)cc(OC)c1OC	2.7	1.3	0.7	-6.4	1.8	3.8	3.8	-1.3	0.1
O=C(Nc1cccc(Cl)c1)C1C2CCC3C(CCC21)C3(Cl)Cl (stereo not drawn)	1.2	4.8	0.1	-11.1	3.5	1.6	9.0	-20.4	2.4
O=C(CSc1ccc2c(c1)OCCO2)Nc1cccc(S(=O)(=O)N2CCCCC2)c1	2.1	4.1	0.0	-5.0	0.0	-0.7	6.5	15.9	-1.4
